Assay outcomes from PubChem.
Redox H2O2 prof – compounds producing H2O2 with reducing agent – biochemical, NIH compound library profiling, artefact control for MLSCN library redox annotation, primary screen | DTT-dependent redox cycling H2O2, phenol red/HRP absorbance; 100% = 100 µM peroxide control, 0% = buffer | activation, % at 10 µM | actives 0.03% (n = 200,000) | AID 878, 2007;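 active = activation of at least 50% relative to the plate's high and low controls in the primary single-dose screen; inactive = activation below 50%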;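 note: compound incubated with DTT at 0.8 mM final as the reducing agent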
STAT1 activator – STAT1 signaling activators, primary screen, cell-based, HTS, luciferase reporter | NIH 3T3 STAT1-luciferase reporter, IFN-gamma, luminescence; 100% = IFN-gamma alone, no compound | actives 2.6% (n = 200,000) | activation (% of control), % at 5.5 µM;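 active = activation above the screen-wide mean activation plus 3 SD, cut at about 130% in these data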;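 note: raw ratio to IFN-gamma control signal so 100% means no change and 0% no light; values of inactives mirror those of a sister screen read the other way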
FLuc act counter – FLuc activators, initial screening, artefact control for FLuc-dependent activation tests, biochemical, ATPlite luminescence | Luciferin 4-monooxygenase (Photinus pyralis), P08659 | ATPlite luciferase biochemical, 10 min; 0 = ATP-free wells, 1 = DMSO control | activation factor at 10 µM | 200,000 tested, under 10 active;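 active = luciferase activation factor, scaled between plate controls, of at least 2 with compound at 10 µM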
Target sequence (P08659 whole entry, looked up): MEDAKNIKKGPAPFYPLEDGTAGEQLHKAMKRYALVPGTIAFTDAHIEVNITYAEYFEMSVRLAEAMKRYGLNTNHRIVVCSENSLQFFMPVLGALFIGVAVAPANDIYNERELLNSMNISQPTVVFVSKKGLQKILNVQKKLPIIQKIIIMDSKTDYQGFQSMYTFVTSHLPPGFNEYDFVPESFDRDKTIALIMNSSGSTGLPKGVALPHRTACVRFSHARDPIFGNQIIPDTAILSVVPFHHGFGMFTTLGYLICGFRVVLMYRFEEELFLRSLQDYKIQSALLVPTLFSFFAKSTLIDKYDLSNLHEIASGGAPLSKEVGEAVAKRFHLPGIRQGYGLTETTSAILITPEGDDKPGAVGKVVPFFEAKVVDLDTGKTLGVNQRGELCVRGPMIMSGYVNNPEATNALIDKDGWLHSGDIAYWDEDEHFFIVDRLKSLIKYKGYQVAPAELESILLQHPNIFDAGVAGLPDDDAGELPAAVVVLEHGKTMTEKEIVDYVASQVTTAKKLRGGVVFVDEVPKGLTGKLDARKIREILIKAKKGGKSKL
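System: Luciferase/luciferin detection reagent, cell-free biochemical luciferase assay | Medium: PBS buffer for ATP | Dosing: Test compounds dosed from 2 mM stocks in 100% DMSO | Timing: 10 min at ambient temperature | Signal: Luminescence measurement of luciferase light output | Evaluation: Luciferase activation, seen as luminescence increase over controls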
APP transl inh – inhibitors of APP translation via 5'UTR reporter, primary screen, APP 5'UTR luciferase, SH-SY5Y cells; SH-SY5Y APP 5'UTR-luciferase reporter, luminescence; inhibition, % at 2 µM; actives 0.82% (n = 190,000); AID 1285, 2008;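 active = inhibition above a set limit, derived from the sample mean plus 3 SD, cut at about 45% in these data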; note: values of inactives mirror those of a sister screen read the other way
Efa HMGR inh – inhibitors of E. faecalis class II HMGR, primary screen, biochemical, Enterococcus faecalis; purified E. faecalis HMGR, NADPH absorbance 340 nm kinetic; inhibition, % at 10 µM; AID 1066, 2008; actives 0.41% (n = 190,000);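 active = inhibition above a set limit, the median over all tested compounds plus 3 SD, cut at about 9.5% in these data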;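 note: enzyme runs in reverse so mevalonate oxidation gives rising NADPH absorbance; 0% = complete reaction with DMSO and 100% = background rate lacking mevalonate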
FLuc inhib CS – firefly luciferase enzyme inhibitors, primary screen, artefact control for luciferase-based inhibitor screens, biochemical, luminescence, ATPLite. Luciferin 4-monooxygenase (Photinus pyralis), P08659. 10 min. inhibition, % at 10 µM. actives 1.5% (n = 200,000). AID 1006, 2008;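 active = inhibition above about 50% when tested at 10 µM, limit read from the data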
APP 5'UTR act – activators of APP 5'UTR luciferase reporter, primary screen, SH-SY5Y cells | AID 1276, 2008 | SH-SY5Y APP 5'UTR luciferase reporter, luminescence; zero percent = DMSO vehicle wells | actives 1% (n = 190,000) | activation, % at 2 µM;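 active = activation above a set limit, based on mean plus 3 SD of controls, cut at about 140% in these data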; note: values of inactives mirror those of a sister screen read the other way
NF-kB neuron act – activators of NF-kB expression in neurons, primary screen, cell-based, HTS; human neuronal cells, NF-kB reporter expression; hits give high values; fold change at 12.5 µM; actives 1.6% (n = 190,000); AID 1239, 2008; in the data active = fold change above about 3.3
Hsp70 activator – Hsp70 transcriptional activators, primary screen, cell-based, HeLa, Hsp70 promoter luciferase, luminescence, 10 µM; AID 1203, 2008; actives 0.04% (n = 200,000); HeLa Hsp70 promoter luciferase reporter; scaled: vehicle 0, proteasome-inhibitor control 100%; activation, % at 10 µM;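 active = activation above the mean across all tested compounds plus 3 SD, cutoff set per campaign, cut at about 5.5% in these data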;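 note: 100% = MG132 at 30 µM as the positive control and 0% = DMSO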
G6PDH CS – L. mesenteroides G6PDH inhibitors, counter-screen for G6PDH-coupled screening assays, biochemical, Leuconostoc mesenteroides enzyme; inhibition, % at 5 µM; Purified L. mesenteroides G6PDH, diaphorase/resazurin coupled fluorescence, 45 min; glucose-6-phosphate dehydrogenase [Leuconostoc mesenteroides]; actives 0.12% (n = 200,000); in the data active = inhibition above about 50%
Starred values were filed as active, the others as inactive; x = not tested or not shown. Outcome played no part in choosing rows. About 5.3% of those tested had a hit in this group.

SMILES | Redox H2O2 prof | STAT1 activator | FLuc act counter | APP transl inh | Efa HMGR inh | FLuc inhib CS | APP 5'UTR act | NF-kB neuron act | Hsp70 activator | G6PDH CS
CC(C)Cn1c(=O)c2ccccc2n2c(SCC(=O)N3c4ccccc4CC3C)nnc12 (configuration not stated) | 0.6 | 97 | 1 | 9 | 0 | -3 | -9 | 0.85 | -0.2 | 10
Cc1ccc(-c2nn3c(C)nnc3c3ccccc23)cc1S(=O)(=O)NC(C)(C)CO | 0.2 | 81 | 1.1 | -8 | 1 | -7 | 8 | 1.5 | -0.3 | 10
Cc1ccccc1CN1C[C@@H]2C[C@@H](c3cnc(N4CCOCC4)s3)N3CCC[C@@]23C1=O | 0.0 | 111 | 1.1 | 4 | -4 | -7 | -4 | 0.68 | 1.0 | 33
O=C(O)c1ccc(OCC(O)Cn2cnc3ccccc32)cc1 (configuration not stated) | 3.1 | 104 | 1.1 | -5 | -3 | -7 | 5 | 0.91 | -0.4 | 10
Cc1ccc(C2(c3noc(CN(C)Cc4cnn(C)c4)n3)CCCC2)cc1 | -0.8 | 92 | 1 | -2 | -2 | -4 | 2 | 1.2 | -0.1 | 13
COC(CNC(=O)c1ccc2nc(-c3ccccc3)c(-c3ccccc3)nc2c1)OC | 0.1 | 106 | 1 | 10 | -1 | 2 | -10 | 0.71 | 0.5 | 6
C=CCn1c(Sc2nncn2C)nc2c1c(=O)[nH]c(=O)n2C | 2.8 | 98 | 1 | 2 | -5 | -3 | -2 | 1.2 | -0.1 | -3
CCOc1ccccc1COC(=O)c1cccc(-n2cnnn2)c1 | 0.4 | 86 | 1 | -26 | x | -4 | 26 | 1.1 | -0.3 | 2
CCN1CCN(c2nc(-c3ccccn3)nc3ccccc23)CC1 | -4.1 | 97 | 1 | 0 | -6 | -4 | 0 | 1 | 0.7 | 12
COCCCNC(=S)NCCCNc1nc2cc(C)cc(C)c2cc1C#N | -0.4 | 93 | 1.1 | 4 | 0 | -6 | -4 | 0.76 | -0.2 | 10
CC1=C(C#N)C(=O)N(C)C(C)(C)C1 | 0.3 | 93 | 1.1 | -21 | -3 | -8 | 21 | 1.3 | -0.5 | 5
CC(C)(C)c1ccc(S(=O)(=O)N(CCCN2CCOCC2)Cc2cccs2)cc1 | 0.1 | 105 | 1 | 2 | 5 | -1 | -2 | 0.7 | -0.5 | 5
O=S(=O)(NCc1cn2ccsc2n1)c1cccs1 | 1.6 | 117 | 1 | -15 | -2 | -1 | 15 | 1.4 | -0.1 | 6
Cc1cccc(NC(=O)c2ccccc2OCC(=O)N2CCCC2)c1C | -0.4 | 100 | 1 | -17 | 0 | -4 | 17 | 0.88 | -0.5 | 0
CC1(C)CC(NC(=O)c2ccncc2)CC(C)(C)N1O | 0.1 | 100 | 1.1 | 1 | 1 | -8 | -1 | 1.1 | 0.1 | 8
O=C(C1CCCN(S(=O)(=O)c2ccc(Br)s2)C1)N1CCCCCC1 (configuration not stated) | 0.0 | 100 | 1 | 8 | 0 | 0 | -7 | 0.93 | 0.6 | 21
CCOCCCNC(=O)CCC(=O)NNc1nc2ccccc2c2nc(C)nn12 | 0.3 | 99 | 1 | -10 | 1 | -4 | 10 | 1 | -0.1 | 2
C/C(=N\NC(=O)c1cccc(S(=O)(=O)N2CCCC2)c1)c1cccs1 | -0.9 | 110 | 0.9 | 0 | -1 | 10 | 0 | 1.2 | 0.0 | 2
COC(=O)[C@@H]1C[C@]2(OC(=O)c3ccccc3)C=CC(=O)C[C@@H]2N1C(=O)OCc1ccccc1 | 0.4 | 100 | 1.1 | 2 | 5 | -5 | -2 | 1.2 | 0.1 | 15
COc1ccccc1NC(=O)CCC(=O)OCc1ccc(Cl)cc1 | -0.6 | 86 | 1 | 10 | 1 | -3 | -10 | 1.2 | -0.3 | 16

Quoted from the listing:
CC1=C(C#N)C(=O)N(C)C(C)(C)C1 @ APP transl inh = -21
O=S(=O)(NCc1cn2ccsc2n1)c1cccs1 @ Redox H2O2 prof = 1.6
CC(C)(C)c1ccc(S(=O)(=O)N(CCCN2CCOCC2)Cc2cccs2)cc1 @ G6PDH CS = 5
Cc1cccc(NC(=O)c2ccccc2OCC(=O)N2CCCC2)c1C @ FLuc act counter = 1
C/C(=N\NC(=O)c1cccc(S(=O)(=O)N2CCCC2)c1)c1cccs1 @ G6PDH CS = 2

Going on with the list:
SMILES | Redox H2O2 prof | STAT1 activator | FLuc act counter | APP transl inh | Efa HMGR inh | FLuc inhib CS | APP 5'UTR act | NF-kB neuron act | Hsp70 activator | G6PDH CS
CCOC(=O)C1CCN(c2cc(C)nc3ccc(OC)cc23)CC1 | -0.6 | 93 | 1 | 10 | 9 | -5 | -10 | 0.92 | -0.1 | 1
COc1ccccc1N1CCN(c2ccc(Cl)nn2)CC1 | -0.3 | 101 | 1.1 | 3 | -2 | -6 | -3 | 1.3 | -0.1 | 4
Nc1cc(Cl)ccc1N1CCOCC1 | -1.9 | 99 | 1.1 | 2 | 2 | -6 | -2 | 1.1 | -0.1 | -1
CCOc1ccc(C(c2nnnn2Cc2ccccc2)N2CCN(C(=O)c3ccco3)CC2)cc1 (configuration not stated) | 1.6 | 96 | x | -14 | x | x | 14 | x | -0.2 | x
CC(NC(=O)COc1ccc(-c2nnco2)cc1)c1ccc(Cl)cc1Cl (configuration not stated) | 0.1 | 99 | 1 | -7 | -1 | -1 | 7 | 0.83 | -0.2 | -12
Cc1nn(C)c(C)c1NS(=O)(=O)c1ccc(N2CCCC2=O)cc1 | -0.4 | 78 | 1.1 | -5 | -1 | -5 | 5 | 1.3 | -0.3 | 6
COc1ccc(C(c2nnnn2CS(=O)(=O)c2ccc(C)cc2)N2CCN(Cc3ccccc3)CC2)cc1 (configuration not stated) | 2.3 | 98 | x | -9 | x | x | 9 | x | -0.2 | x
O=[N+]([O-])c1cccc(C(=S)N2CCCC2)c1 | -0.8 | 94 | 1 | 4 | -9 | -1 | -3 | 0.91 | -0.4 | 4
CCC(C)(C(=O)NC1CCCCC1)N(C(=O)C1CCC(=O)N1)c1ccc(C)cc1 (configuration not stated) | -2.5 | 100 | 1.1 | 0 | 4 | -6 | -1 | 1.2 | -0.1 | 4
COC(=O)C1=C(C)N=C2SC(C)C(=O)N2C1c1cccs1 (configuration not stated) | -0.3 | 100 | 1 | -5 | -1 | -2 | 5 | 1.1 | -0.2 | 7
CCO[C@@H]1OC(C(=O)Nc2ccccc2)=C[C@H](c2ccc(C(F)(F)F)cc2)[C@H]1CCCO | -1.7 | 109 | 1.1 | 8 | 12* | -5 | -8 | 1.1 | 0.1 | 10
CCOC(=O)C(C)Sc1cnccn1 (configuration not stated) | -1.2 | 95 | 1 | -8 | -1 | 1 | 8 | 1.2 | -0.2 | -3
NC(=O)C1CCN(CC(=O)N2c3ccccc3CCc3ccccc32)CC1 | -3.0 | 93 | 1.1 | 14 | 0 | -12 | -14 | 1.1 | -0.2 | -4
CCOC(=O)N1CCC(NC(=O)c2sc(-n3cccc3)nc2C)CC1 | 0.1 | 87 | 1 | -6 | -5 | -5 | 6 | 1.1 | -0.2 | 11
COc1ccc(N2CCC(CNC(=O)Nc3ccc(Cl)cc3)C2)cc1 (configuration not stated) | -1.6 | 102 | 1.1 | 8 | -1 | -7 | -8 | 1.5 | -0.2 | 14
COCC(C)n1c(=O)sc2ccccc2c1=O (configuration not stated) | -0.4 | 103 | 1 | 5 | -5 | -1 | -5 | 1.4 | 0.0 | 2
COc1cc(CNCc2ccccn2)ccc1OCc1ccc(Cl)c(Cl)c1 | -1.6 | 120 | 1.1 | -17 | -5 | -9 | 17 | 2.2 | -0.2 | 1
COc1ccc(C2=NOC(C(=O)NC(C)(C)C)C2)cc1 (configuration not stated) | 0.9 | 97 | 1.1 | -1 | -1 | -9 | 1 | 1.2 | 1.4 | 1
O=c1c2c3c(sc2n2cnnc2n1Cc1ccccc1)CN(Cc1ccccc1)CC3 | 2.3 | 100 | 1.1 | -3 | x | -8 | 3 | x | -0.2 | -30
COC(=O)c1ccc(CNC(=O)/C=C/c2cc([N+](=O)[O-])ccc2OC(F)F)cc1 | 0.1 | 96 | 1 | x | -8 | -3 | x | 1 | -0.2 | 9
C=CCSc1nc(C)c(CC(=C)C)c(=O)[nH]1 | -0.5 | 95 | 1.1 | -8 | -1 | -7 | 8 | x | 0.1 | 7
CCCOc1ccc(C(=O)c2nc3c(n2O)CCCC3)cc1 | 0.1 | 99 | 1 | -14 | 0 | -4 | 15 | 1 | 1.0 | -5
COc1ccc(CCNC(=O)CSc2ccc(-c3ccccc3)nn2)cc1 | 0.6 | 103 | 1 | 24 | -4 | -4 | -24 | 0.89 | -0.4 | -6
O=C1CN(C(=O)CSc2nc3cc(Cl)ccc3c(=O)n2Cc2ccccc2)c2ccccc2N1 | 0.8 | 81 | 1.1 | -16 | -16 | -6 | 16 | 0.75 | -0.4 | -66
NC(=O)c1nnsc1Sc1c(C(N)=O)nnn1-c1cccc(N)c1 | -3.2 | 92 | 1 | 1 | 1 | -2 | -1 | 1.1 | -0.1 | 9
CCOc1ccc(/C=N/NC(=O)c2ccc(Cn3cc(Br)cn3)o2)cc1 | 0.3 | 113 | 0.8 | -6 | -5 | 25 | 6 | 1.1 | -0.3 | 13
CCOC(=O)c1c(C)n(C)c2ccc(OCC(O)CN3C(=O)c4ccccc4S3(=O)=O)cc12 (configuration not stated) | 3.2 | 101 | 1 | 20 | 2 | -2 | -21 | 1.1 | -0.1 | -13
Cc1ccc(OCCCCNC2CCCC(C)C2C)c(C)c1 (configuration not stated) | -0.1 | 96 | 1 | -1 | -1 | -4 | 1 | 1 | -0.3 | -1
CCOC(=O)C1=C(C)NC(SCC(=O)Nc2cc(C)on2)=C(C#N)C1c1cccs1 (configuration not stated) | 0.7 | 62 | 1.1 | -4 | -8 | -10 | 4 | 1 | -0.2 | 6
Cn1cnc2c1c(=O)n(Cc1cccc(Br)c1)c(=O)n2C | 1.6 | 104 | 1.1 | -8 | -10 | -10 | 8 | 0.89 | -0.4 | 7
COC(=O)c1c(C)[nH]c(O)c1C=Nc1ccc(C(C)C)cc1 | -1.7 | 117 | 0.9 | 20 | 1 | 6 | -20 | 1.5 | 0.1 | 3

Compound profiles, from the list above.
`CCOc1ccc(/C=N/NC(=O)c2ccc(Cn3cc(Br)cn3)o2)cc1` in the list: Redox H2O2 prof = 0.3; STAT1 activator = 113; FLuc act counter = 0.8; APP transl inh = -6; Efa HMGR inh = -5; FLuc inhib CS = 25; APP 5'UTR act = 6; NF-kB neuron act = 1.1; Hsp70 activator = -0.3; G6PDH CS = 13
`C=CCSc1nc(C)c(CC(=C)C)c(=O)[nH]1` in the list: Redox H2O2 prof = -0.5; STAT1 activator = 95; FLuc act counter = 1.1; APP transl inh = -8; Efa HMGR inh = -1; FLuc inhib CS = -7; APP 5'UTR act = 8; NF-kB neuron act = x; Hsp70 activator = 0.1; G6PDH CS = 7
